High-throughput results from PubChem.
HIV fusion peptide = cell-free HIV fusion peptide-binding blockers – biochemical, uHTS, fluorescence dequenching, primary screen (AID 1986); 290,000 tested, 0.3% active; cell-free peptide binding, fluorescence dequenching, 30 min; higher % means a stronger effect; one-dose inhibition, % at 20 µM; IC50 in µM for titrated hits; in the data active = inhibition mostly above about 52%, no sharp cut-off; inactive = mostly below about 76%; note: some results filed as inactive read as strong as hits
LYP phosphatase = PTPN22 lymphoid phosphatase activity blockers – biochemical, fluorescence intensity, uHTS (AID 1779). recombinant LYP phosphatase, fluorescence intensity; higher % means a stronger effect. one-dose inhibition, % at 11.5 µM; IC50 in µM for titrated hits. 290,000 tested, 0.054% active; in the data active = inhibition above about 50%;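 note: plate controls were vehicle with enzyme for no effect and no enzyme for full effect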
GPR55 antagonists = inhibition of LPI-stimulated GPR55 beta-arrestin translocation – imaging, U2OS, beta-arrestin-GFP, LPI agonist, primary screen (AID 2013); U2OS GPR55 beta-arrestin-GFP translocation imaging, LPI antagonism; higher % means a stronger effect; inhibition, % at 10 µM; hits with a dose series show IC50 in µM; 290,000 tested, 0.13% active;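 active = spots per cell inhibited over 60%, with over 100 cells counted and total cytoplasm intensity under 500,000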;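 note: U2OS cells stably carrying GPR55 and arrestin-GFP stimulated by 5 µM LPI near EC80; imaged beta-arrestin-GFP aggregate spots per cell after agonist stimulation; plate controls were LPI-stimulated DMSO wells for no effect and DMSO wells without LPI for full effect; some results filed as inactive read as strong as hits; confirmed hits need IC50 under 10 µM and bright autofluorescent wells are also inconclusive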
Salmonella PhoP GFP = inhibitors of PhoP regulon expression, primary screen, Salmonella Typhimurium, GFP reporter (AID 1863) | S. Typhimurium PhoP-regulated promoter GFP reporter, 4 h; higher % means a stronger effect | inhibition, % at 50 µM, or IC50 in µM where a hit was titrated | 300,000 tested, 0.16% active;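 active = inhibition over 29.93%, a cutoff 3 SD above the screen mean, later confirmed by dose response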;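 note: 0% = low Mg2+ inducing control and 100% = high Mg2+ repressing control; strong numbers were not always called active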
Siah-1 displacement = Siah-1 peptide-binding antagonists, primary screen, biochemical, fluorescence polarization, rhodamine-plectin, uHTS (AID 1817); displacement, % at 20 µM, or IC50 in µM where a hit was titrated; 290,000 tested, 0.02% active; Siah-1 / rhodamine-plectin peptide fluorescence polarization; higher % means a stronger effect;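 active = displacement of at least 50% at 20 µM, with a fluorescence ratio check between 0.3 and a set limit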;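 note: plate controls were Siah plus tracer with DMSO for no effect and tracer alone without Siah for full effect; strong numbers were not always called active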
Rac1 GTP hydrolysis = MgcRacGAP GTPase-activating activity inhibitors, confirmation, biochemical, ADP Hunter fluorescence; AID 624330; 340,000 tested, 0.6% active; MgcRacGAP-stimulated Rac1 GTP hydrolysis, ADP Hunter fluorescence; higher % means a stronger effect; GST-tagged Rac1 F28L mutant substrate; inhibition, % at 30 µM; hits with a dose series show IC50 in µM;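 active = first-screen hits whose inhibition reached a set limit at any dose in the follow-up dose series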;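 note: fluorescence reports GDP produced by GAP-driven GTP hydrolysis; strong numbers were not always called active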
NTR1 ag = NTR1-driven beta-arrestin-GFP spot formation – imaging, U2OS cells, high content, primary screen (AID 493036) | agonist mode | activation, % at 20 µM | 330,000 tested, 0.17% active;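 active = activation at or above 40% of the spot to cytoplasm intensity ratio, with at least 20 cells analyzed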;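 note: 0% = DMSO without peptide and 100% = 100 nM NTR1 peptide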
Target sequence (P30989 whole entry, looked up): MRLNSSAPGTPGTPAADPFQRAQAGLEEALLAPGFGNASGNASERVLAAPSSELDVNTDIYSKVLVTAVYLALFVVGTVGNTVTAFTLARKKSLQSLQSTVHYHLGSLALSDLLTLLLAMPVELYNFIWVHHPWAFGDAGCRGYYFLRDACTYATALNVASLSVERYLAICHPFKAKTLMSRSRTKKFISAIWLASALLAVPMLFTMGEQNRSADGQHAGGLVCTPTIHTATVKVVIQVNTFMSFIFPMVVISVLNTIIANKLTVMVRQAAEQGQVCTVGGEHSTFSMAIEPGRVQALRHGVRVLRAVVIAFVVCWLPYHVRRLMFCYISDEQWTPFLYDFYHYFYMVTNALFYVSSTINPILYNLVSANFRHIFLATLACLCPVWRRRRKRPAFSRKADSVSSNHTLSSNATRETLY
Myeloid diff 2 = promotes myeloid progenitor differentiation | ER-HoxA9 myeloid progenitors, lysozyme-GFP differentiation, flow cytometry | calls only at 10 µM | 360,000 tested, 1% active | AID 624256;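 active = normalized GFP-positive differentiation at or above the plate's own cutoff, the solvent-only control mean plus 3 SD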;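 note: cells exposed to compound for four days before flow analysis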
GPR35 antagonists = GPR35 antagonists blocking zaprinast-driven arrestin recruitment, primary screen, imaging, U2OS, beta-arrestin-GFP, zaprinast agonist (AID 2058); U2OS GPR35 beta-arrestin-GFP translocation imaging, zaprinast antagonism; higher % means a stronger effect; inhibition, % at 10 µM; hits with a dose series show IC50 in µM; 290,000 tested, 0.052% active;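 active = inhibition of at least 50% with at least 30 cells and total cytoplasm GFP at most 10,000,000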
NTR1 ag cell count 20 µM = further read-out of NTR1 ag, marked with its call; cell count; measured here: cell count, cytotoxicity flag
Myeloid diff 2 GFP+ MAC1+ % = also measured in Myeloid diff 2; calls as there; GFP+ MAC1+ double positive, %; measured here: differentiation confirmed by MAC1 staining
The depositor's hits bear a star; i = inactive; / = no result given; + = active, no number; & = joins results of further samples.

SMILES	HIV fusion peptide	LYP phosphatase	GPR55 antagonists	Salmonella PhoP GFP	Siah-1 displacement	Rac1 GTP hydrolysis	NTR1 ag	NTR1 ag cell count 20 µM	Myeloid diff 2	Myeloid diff 2 GFP+ MAC1+ %	GPR35 antagonists
Cc1nc(/C(N)=N/OC(=O)c2ccccc2Cl)c(C(F)(F)F)o1	0.3%	-5.2%	-0.9%	5.8%	11.9%	0.3%	0.0	49	i	0.7	-8.0%
O=C1CC(CCC(=O)NC2CC2)c2ccccc2N1 (centres undefined)	-1.8%	-14.5%	-9.2%	0.3%	1.5%	6.6%	-0.4	53	i	1.0	-14.5%
NC(=O)c1cc2cc(Cl)ccc2oc1=Nc1cccc(C(F)(F)F)c1	1.7%	1.1%	-8.1%	-2.8%	0.3%	6.3%	6.3	68	i	1.8	4.1%
CC(C)c1ccc(C(C(=O)NC(C)(C)C)N(C(=O)CNC(=O)c2ccco2)c2cccnc2)cc1 (centres undefined)	0.6%	-6.5%	1.7%	-0.1%	7.6%	5.0%	-0.8	61	i	2.1	-12.8%
CC[C@H](C)[C@H](NC(=O)OCc1ccccc1)C(=O)Nc1ccc(NC(C)=O)cc1	1.5%	-3.2%	0.6%	-1.5%	1.2%	13.5%	-1.1	90	i	0.3	10.0%
Cc1cc(=O)oc2cc(OCc3nnc(-c4ccccc4Br)o3)ccc12	3.2%	0.5%	-0.3%	11.3%	-0.8%	-4.3%	4.5	72	i	0.8	16.8%
COc1cc(/C=N/NC(=O)C2(O)c3ccccc3-c3ccccc32)ccc1O	4.2%	0.2%	7.6%	6.3%	4.2%	47.6µM*	0.0	33	i	4.1	7.3%
Cc1c(C(=O)N2CCN(c3ccccn3)CC2)oc2c(F)cccc12	2.0%	0.6%	4.4%	-4.2%	0.4%	12.7%	-0.2	50	i	0.1	5.2%
Cc1oc2c(c(C)cc3oc(=O)c(CC(=O)NCCCO)c(C)c32)c1C	1.8%	0.1%	19.6%	7.0%	2.6%	7.6%	0.4	61	i	0.7	-13.4%
COC(=O)c1ccc(NC(=S)Nc2ccccc2)cc1	-1.1%	-5.4%	2.8%	-2.0%	2.0%	5.6%	1.5	57	i	6.7	-11.2%
CCOC(=O)c1cnc2cc(-c3ccc(C(C)(C)C)cc3)nn2c1N	-0.1%	-1.8%	17.7%	2.1%	3.0%	-3.5%	0.2	43	i	0.7	7.5%
COc1ccc(NC(=O)c2ccco2)cc1NC(=O)COc1ccccc1[N+](=O)[O-]	-0.1%	-7.5%	-6.8%	-4.1%	4.3%	12.0%	1.9	52	i	0.5	0.2%
COc1ccc(C(CC(=O)c2ccccc2)S(=O)(=O)c2ccc(C)cc2)cc1 (centres undefined)	1.7%	-3.0%	-1.0%	9.7%	-0.5%	0.8%	12.2	67	i	12.2	10.7%
CC(c1nccs1)N(C)c1nc2nonc2nc1NC1CC1 (centres undefined)	14.5%	-7.6%	10.6%	/	-4.2%	-2.8%	-2.2	42	i	0.3	19.9%
CCc1cccc(NS(=O)(=O)c2c(C)n[nH]c2C)c1	3.5%	-6.8%	-0.5%	-10.4%	11.2%	6.6%	-3.9	93	i	0.7	-12.1%
O=C(NCc1ccc(Cl)cc1)NCc1ccc(Cl)cc1	1.0%	-3.7%	-0.8%	-7.4%	1.0%	0.6%	-0.1	37	i	0.6	-4.5%
CC(C)(C)NS(=O)(=O)c1ccc(CCC(=O)NCc2ccco2)cc1	9.6%	7.9%	5.6%	-10.9%	5.4%	9.3%	-1.8	61	i	1.2	3.0%
Cc1ccnc(NC(=S)NC(=O)/C=C/c2ccco2)c1	11.8%	1.0%	2.3%	-19.4%	-5.4%	2.1%	6.1	60	i	1.8	-6.0%
COc1ccc(-c2cnnn2-c2ccc([N+](=O)[O-])cc2)cc1	0.9%	3.7%	-2.6%	-6.0%	1.5%	0.3%	-1.0	45	i	0.4	3.2%
O=S(=O)(c1ccc(F)cc1)N1CCN(C(=S)NCc2ccco2)CC1	7.8%	3.8%	0.0%	-5.9%	0.4%	2.3%	1.4	43	i	0.6	-2.6%
CCN(Cc1ccccc1)C(=O)CCS(=O)(=O)c1cc2c(cc1Cl)NC(=O)CO2	1.1%	-7.1%	4.2%	/	34.4%	1.6%	0.8	68	i	4.3	-8.3%
O=C(NNc1ncnc2ccccc12)c1cccc(Cl)c1	-1.6%	-3.2%	-2.2%	-9.4%	2.8%	7.3%	3.2	42	i	0.3	11.9%
CCCCCCCC(=O)NC1=NC(=O)C(C)(C)S1	0.7%	-4.2%	-7.4%	-0.4%	11.2%	6.8%	-0.6	46	i	0.8	-20.3%
C/C(N)=C(/C#N)C(=O)COC(=O)c1cc(-c2ccc(Br)cc2)nc2ccccc12	-0.1%	-9.1%	54.2%	0.4%	-6.9%	7.4%&-2.7%	/	/	i	1.6&0.3	-18.7%
Cc1ccc(N2CC(C(=O)N3CCN(c4ccccc4)CC3)CC2=O)cc1 (centres undefined)	0.3%	-7.0%	4.4%	-3.3%	1.6%	1.1%	-0.8	44	i	3.6	8.1%
COCC1CCN(C(=O)C2CCC(=O)N(Cc3cccc(F)c3)C2)CC1 (centres undefined)	-0.6%	-8.7%	10.5%	-1.9%	3.5%	5.1%	0.3	67	i	1.1	1.1%
O=c1[nH]c(CN2CCN(c3ccccc3)CC2)nc2ccccc12	-1.1%	0.2%	6.9%	-3.4%	1.2%	2.4%	0.8	38	i	0.8	12.7%
Cc1ccc(NC(=O)CN(C)C(=O)COC(=O)C2=COCCO2)cc1	/	/	/	-4.2%	/	5.7%	-1.3	58	i	0.7	/
CC(C)CCNC(=O)c1ccc(NC(=O)C2=CSCCO2)cc1	1.3%	-1.5%	14.0%	-11.3%	2.3%	-0.2%	1.1	55	i	1.4	12.4%
CC(=O)NC1C(OCCOc2ccc(Cl)cc2Cl)OC(COC(C)=O)C(OC(C)=O)C1OC(C)=O (centres undefined)	-3.8%	-8.9%	17.5%	-2.9%	-2.6%	15.4%	0.9	37	i	0.3	-0.6%
N#Cc1nc(-c2cccc(Cl)c2)oc1N1CCC(C(N)=O)CC1	-1.0%	-21.6%	0.3%	6.7%	7.1%	/	-0.2	95	i	0.6	0.6%
Cc1nc2c(nnn2Cc2ccccc2)c(=O)[nH]1	0.7%	-4.2%	8.3%	-3.0%	-1.2%	2.1%	0.7	49	i	0.3	-19.4%
O=C(c1ccc2c(=O)n(C3CCCC3)c(=S)[nH]c2c1)N1CCN(C2CCCCC2)CC1	-2.5%	3.4%	13.4%	-3.9%	3.2%	12.6%	12.5	75	i	1.1	1.2%
COc1ccc(CCN(C(=O)C(F)(F)F)C(C(=O)NC2CCCC2)c2cccs2)cc1 (centres undefined)	5.2%	5.2%	30.0%	-8.6%	-0.8%	7.2%	2.8	50	i	6.5	-11.9%
O=C(Cc1c(F)cccc1Cl)N1CCN(S(=O)(=O)c2cccc(F)c2)CC1	/	/	/	-4.4%	/	6.8%	1.6	80	i	1.2	/
COc1ccc(OC)c(/C=N/NC(=O)CC(=O)NCc2ccccc2)c1	0.6%	-20.4%	4.2%	3.1%	4.9%	0.9%	-0.5	49	i	0.4	-10.3%
O=C(Nc1cccc(C(F)(F)F)c1)N1CCN(C(=O)Nc2cccc(C(F)(F)F)c2)CC1	1.6%	-3.0%	-3.3%	4.8%	-4.5%	1.4%	-0.9	87	i	1.4	0.5%
Cc1c(C(C)(C)C)sc(=NC(=O)c2ccccc2O)n1C	-1.7%	-1.6%	-20.9%	0.8%	-1.7%	7.3%	8.7	81	i	1.3	10.5%
CCOC(=O)C1CCN(C(=O)c2cc3cc4ccc(C)cc4nc3o2)CC1	-0.1%	-7.7%	8.6%	3.5%	3.7%	7.8%	0.2	55	i	1.1	-7.2%
NC(=O)C1CCN(C2CC(=O)N(Cc3cccs3)C2=O)CC1 (centres undefined)	0.4%	-5.3%	-3.3%	2.5%	-2.7%	0.8%	1.0	57	i	14.3	9.8%
C/C(=N\NC(=O)c1ccc([N+](=O)[O-])cc1)c1cc2ccccc2oc1=O	-0.4%	-6.8%	13.1%	0.7%	4.1%	7.9%	4.9	65	i	0.6	-3.1%
COc1ccc(/C=C2\C(=O)N(Cc3ccc(F)cc3)CC(=O)N2Cc2ccccc2)cc1	-2.1%	7.2%	8.1%	-3.4%	4.2%	11.5%	0.6	53	i	0.7	-6.3%
Cc1c(N=C2NC(=O)C(CC(=O)Nc3ccc(Cl)cc3)S2)c(=O)n(-c2ccccc2)n1C (centres undefined)	-0.2%	-7.6%	-0.6%	6.8%	-5.1%	11.2%	-0.3	51	i	1.5	14.5%
Cc1ccc(S(=O)(=O)N2CC(C)N(S(C)(=O)=O)C2)cc1 (centres undefined)	-0.3%	-6.8%	-5.3%	-3.6%	-0.4%	5.7%	-1.5	48	i	0.6	4.1%
O=C(CSc1nnnn1-c1ccc(F)cc1)Nc1ccc(N2CCOCC2)c(Cl)c1	0.5%	1.7%	-3.4%	-10.1%	2.5%	4.0%	4.0	53	+	15.1*	-5.2%
Cc1nn(CC(O)COc2ccc3c(c2)CCC3)c(C)c1C (centres undefined)	-1.5%	-5.6%	-1.3%	19.0%	3.4%	10.3%	0.8	52	i	0.9	-0.2%
CC(C)(C)[C@H]1C=C(C(=O)N2CCN(Cc3ccccc3)CC2)O[C@@H](OCCCCO)C1	0.8%	-7.8%	-1.8%	-9.6%	-2.9%	5.7%	3.2	71	i	0.9	-17.6%
O=C(O)c1cccc(S(=O)(=O)N2CCN(c3ccccn3)CC2)c1	1.0%	-5.7%	11.3%	-3.3%	14.4%	15.2%	2.7	51	i	0.2	10.7%
CC(C)(C)C(=O)Nc1cc2nn(-c3ccccc3)nc2cc1Cl	0.2%	-3.5%	-1.0%	2.1%	2.5%	-4.0%	/	/	i	0.0	0.1%
Cc1cc(C)cc(N(C(=O)c2cc3ccccc3oc2=O)C2C=CS(=O)(=O)C2)c1 (centres undefined)	0.6%	-0.8%	8.3%	7.6%	2.4%	2.5%	-0.1	50	i	0.9	-1.0%
